# GPR35 antagonists – inhibition of zaprinast-stimulated GPR35 beta-arrestin translocation – imaging, U2OS, beta-arrestin-GFP, zaprinast agonist, primary screen (AID 2058). U2OS GPR35 beta-arrestin-GFP translocation imaging, zaprinast antagonism; higher % means a stronger effect. 290,000 compounds, 0.052% hits. one-dose inhibition, % at 10 µM; IC50 in µM for titrated hits;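 active means inhibition of at least 50% with at least 30 cells and total cytoplasm GFP at most 10,000,000; inconclusive means under 30 cells or total GFP of 10,000,000 plus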
# NS5 inhibitors – flavivirus cap methylation enzyme inhibition – biochemical, confirmation dose response, primary screen (AID 588689); Dengue-2 NS5 methyltransferase capping enzyme assay, biochemical; higher % means a stronger effect; one-dose inhibition, % at 25 µM; IC50 in µM for titrated hits; 340,000 compounds, 0.3% hits; in the data active means a potency from the dose series; inconclusive means inhibition above about 29% without an active follow-up result
# LYP inhibition – PTPN22 lymphoid phosphatase activity blockers – biochemical, fluorescence intensity, uHTS (AID 1779); recombinant LYP phosphatase, fluorescence intensity; higher % means a stronger effect; inhibition, % at 11.5 µM, or IC50 in µM where a hit was titrated; 290,000 compounds, 0.054% hits; in the data active means inhibition above about 50%;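 further: plate controls were vehicle with enzyme for no effect and no enzyme for full effect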
# AID2073 – disruptors of CaV2.2 binding to Mint1 – biochemical, HTRF (AID 2073); HTRF protein-protein interaction, Mint1-CaV2.2; higher % means a stronger effect; 290,000 compounds, 0.19% hits; inhibition, % at 20 µM; hits with a dose series show IC50 in µM; in the data active means inhibition mostly above about 51%, no sharp cut-off; inconclusive means no clear call, values can overlap the other calls; inactive means mostly below about 53%; further: some results filed as inactive read as strong as hits
# RSV CPE inhibition – inhibition of RSV-induced cytopathic effect – HEp-2 cells, primary 10 µM value included (AID 2391) | CPE inhibition, % at 10 µM, or IC50 in µM where a hit was titrated | HEp-2 cells, RSV-induced CPE inhibition; higher % means a stronger effect | 310,000 compounds, 0.13% hits; in the data active means a potency from the dose series; inconclusive means CPE inhibition mostly from about 23% at the one dose, without a potency; inactive means the rest, 99 in 100 with CPE inhibition below about 21%; further: strong numbers were not always called active
# NTR1 agonist – agonists of NTR1, primary screen, imaging, U2OS cells, beta-arrestin-GFP, high content (AID 493036); P30989; NTR1-U2OS beta-arrestin-GFP spot imaging, agonist mode; 330,000 compounds, 0.17% hits; activation, % at 20 µM;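 active means activation at or above 40% of the spot to cytoplasm intensity ratio, with at least 20 cells analyzed; inconclusive means wells under 20 cells, flagged as cytotoxic or low count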;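 further: 0% = DMSO without peptide and 100% = 100 nM NTR1 peptide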
# Target sequence (P30989 whole entry, looked up): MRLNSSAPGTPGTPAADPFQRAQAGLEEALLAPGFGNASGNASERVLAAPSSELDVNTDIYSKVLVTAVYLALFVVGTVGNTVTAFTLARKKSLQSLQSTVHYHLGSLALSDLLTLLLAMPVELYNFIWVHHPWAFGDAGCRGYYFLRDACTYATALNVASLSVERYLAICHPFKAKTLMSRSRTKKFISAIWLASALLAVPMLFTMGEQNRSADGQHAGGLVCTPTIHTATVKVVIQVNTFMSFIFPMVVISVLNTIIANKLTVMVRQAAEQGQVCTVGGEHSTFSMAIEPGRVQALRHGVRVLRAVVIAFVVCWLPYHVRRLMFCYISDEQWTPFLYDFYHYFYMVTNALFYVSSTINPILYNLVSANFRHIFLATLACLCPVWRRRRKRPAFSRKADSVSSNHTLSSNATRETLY
# K1F lysis inhibition – protection from phage-mediated lysis, alamar blue read-out – E. coli UTI89, K1F phage, bacterial capsule biogenesis inhibitors (AID 488966) | E. coli UTI89 K1F phage lysis, alamar blue, 2 h; higher % means a stronger effect | inhibition, % at 100 µM, or IC50 in µM where a hit was titrated | 340,000 compounds, 0.02% hits;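 active means phage lysis inhibition, versus mean bacterial control, above a set limit; inconclusive means no clear call, values can overlap the other calls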;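 further: capsule biogenesis inhibitors block K1F phage lysis so surviving cells raise fluorescence; higher fluorescence means more inhibition of phage lysis; actives were called in the ten point dose series up to 300 µM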
# Autophagy HCS – alters autophagy in cells; MEF GFP-LC3 puncta imaging; test concentration mostly 10 µM; calls only at 10 µM (by protocol); 190,000 compounds, 0.98% hits; AID 463193;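 active means percentage of spot-positive cells more than 3 SD above its plate mean, without a fluorescence outlier flag or 80% toxicity; inconclusive means no clear call, values can overlap the other calls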;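 further: spot-positive cell cutoff set from DMSO-treated cells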
# WT yeast gro inh – growth inhibition of WT yeast, mitochondrial fusion screen; mitochondrial fusion phenotypic screen, WT strain; inhibition, % at 10 µM; 190,000 compounds, 2.1% hits; AID 1362; in the data active means inhibition above about 58%; tested in S. cerevisiae
# WT yeast gro inh mutant strain – second read-out of WT yeast gro inh, no call of its own (marks repeat the call); inhibition, %; mitochondrial fusion phenotypic screen, mutant strain inhibition
# Autophagy HCS cell loss 18 h – recorded beside Autophagy HCS, whose call it bears; toxicity, %; measured here: cell loss, nuclei count;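 cell loss after 18 h compound exposure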
# NTR1 agonist cell count 20 µM – also measured in NTR1 agonist; calls as there; cell count; measured here: cell count, cytotoxicity flag
# NS5 inhibitors pilot replicate – recorded beside NS5 inhibitors, whose call it bears; inhibition, %; measured here: pilot screen replicate inhibition
# * marks the source's active call; other numbers are inactive results; i = inactive; ? = inconclusive; · = no result given; + = active, no number; [ ] = remark or other dose.
SMILES,GPR35 antagonists,NS5 inhibitors,LYP inhibition,AID2073,RSV CPE inhibition,NTR1 agonist,NTR1 agonist cell count 20 µM,K1F lysis inhibition,Autophagy HCS,Autophagy HCS cell loss 18 h,WT yeast gro inh,WT yeast gro inh mutant strain,others
NS(=O)(=O)c1ccc(CNC(=O)/C=C/c2ccccc2[N+](=O)[O-])cc1,6%,-5%,-9%,1%,1.5%,0.8,24,0.1%,i,19,-2,11,
Cc1ccc(-c2cc(-c3ccccc3)c3c(N)c(S(C)(=O)=O)sc3n2)cc1,-2%,-6%,-1%,31%,39%,-0.8,97,0.0%,i,-4,5,34,
CCOc1ncccc1C(=O)OCC(=O)c1ccc(F)cc1,-10%,-3%,4%,7%,-0.6%,-1.2,102,-0.8%,i,-14,21,1,
COc1ccc([C@H]2[C@H](C(=O)OC(C)(C)C)N3N=Cc4ccccc4C3C23C(=O)c2ccccc2C3=O)cc1OC (stereo not given in full),-1%,19%,-4%,5%,4.1%,2.2,59,0.3%[50 µM],i,4,9,4,
COc1ccccc1OCC(=O)Nc1cc(C(F)(F)F)ccc1-n1cncn1,·,4%,·,·,-0.9%,-0.4,64,1.4%[50 µM],·,·,·,·,
COc1cc(-c2nnc(Cn3cc(C(F)(F)F)ccc3=O)o2)cc(OC)c1OC,5%,-4%,-1%,7%,1.8%,-1.2,70,-0.1%,i,9,0,-3,
CCCCN(C(=O)CSCC(=O)Nc1ccc(OC)cc1)c1c(N)n(Cc2ccccc2)c(=O)[nH]c1=O,·,-3%,·,·,-0.5%,-0.5,70,1.1%[50 µM],·,·,·,·,
CCC1(C)Cc2ccccc2-c2nc(SC)[nH]c(=O)c21 (stereo not given),5%,2%,-2%,-4%,3.0%,19,91,-1.4%[50 µM],·,·,·,·,
CCN(CC)CCCN1C(=O)C(O)=C(C(=O)c2cc3cccc(OC)c3o2)C1c1ccncc1 (stereo not given),10%,-4%,-4%,4%,0.1%,0.8,67,-1.1%,i,1,6,-15,
CCc1nn(CC(=O)NCCCN2CCN(CC)CC2)c(=O)c2cc3occc3n12,-1%,4%,-4%,1%,1.7%,0.5,53,0.2%,·,·,·,·,
Cc1ccc(C(=O)NCC(=O)NCC(=O)OCc2ccc(F)cc2)cc1,4%,-4%,2%,-11%,2.0%,0.4,46,-0.7%,i,14,3,2,
Cc1cccnc1NC(=O)c1ccc(Cl)c(S(=O)(=O)N2CCCCCC2)c1,-1%,-7%,2%,14%,7.4%,1.2,40,0.0%,·,·,·,·,
CCC(C)c1ccc(NC(=O)N2CCN(C(=O)C3CCCO3)CC2)cc1 (stereo not given),-9%,2%,-1%,2%,1.3%,0.9,72,0.1%,·,·,·,·,
Cc1c(NC(=O)c2ccc3c(c2)C(=O)N(CC2CCCO2)C3=O)cccc1C(=O)O (stereo not given),2%,-10%,-6%,0%,1.4%,0.2,43,0.2%,i,-23,-2,-7,
CCOC(=O)C1(Cc2cccc(Cl)c2)CCCN(C(=O)CCN2CCCC2=O)C1 (stereo not given),5%,-8%,-8%,4%,3.2%,-0.8,64,0.0%,·,·,·,·,
COc1ccc(CCNC(=O)c2c(C)nn(CC(C)C)c2Cl)cc1OC,-4%,-5%,0%,4%,3.0%,0.9,60,0.2%,·,·,·,·,
Cc1nn(C)cc1CN(C)C(=O)c1nn2c(c1Cl)NC(c1cccs1)CC2C(F)(F)F (stereo not given),2%,-1%,-10%,3%,3.7%,-0.7,41,1.2%,i,-6,10,-6,
COc1ccccc1-c1nn2c(-c3ccco3)nnc2s1,-9%,4%,-9%,?,?,2.7,61,2.5%,i,10,6,1,
COCCOC(=O)C1=C(N)OC2=C(C(=O)CC(C)(C)C2)C1c1cccnc1 (stereo not given),11%,-9%,-10%,-1%,1.7%,0.2,88,0.0%,i,-1,3,11,
COc1ccc(S(=O)(=O)N2CCCC2)c2ccccc12,5%,-1%,-2%,19%,1.0%,-1.4,65,0.1%,·,·,·,·,
O=[N+]([O-])c1cc(Br)cc(/C=N/n2cnnc2)c1O,-4%,1%,77%*,8%,1.3%,1.7,45,-0.1%,i,3,-15,-7,
N#CCCn1ccc(NC(=O)c2ccc(Cl)cc2)n1,-4%,-3%,-5%,-3%,-0.2%,1.0,43,0.2%,i,9,-17,-5,
COc1ccc(-c2nn(C)c(=O)c3ccccc23)cc1NC(=O)Cn1nc(C)c2ccccc2c1=O,2%,-1%,1%,25%,21%,1.4,39,-0.4%,i,14,7,-5,
Cc1cc(/C=C2\C(=O)NN(c3ccccc3)C2=O)c(C)n1-c1ccccc1O,-2%,3%,-3%,-2%,-1.3%,0.6,62,0.0%,·,·,·,·,
COc1ccc(NC(=O)CN(C)C(=O)c2cc(-c3ccc(Cl)cc3)nc3ccccc23)cc1,·,3%,·,·,18%,8.4,58,0.5%[50 µM],·,·,·,·,

# Part of the list above in order of molar mass, rising.
SMILES,GPR35 antagonists,NS5 inhibitors,LYP inhibition,AID2073,RSV CPE inhibition,NTR1 agonist,NTR1 agonist cell count 20 µM,K1F lysis inhibition,Autophagy HCS,Autophagy HCS cell loss 18 h,WT yeast gro inh,WT yeast gro inh mutant strain,others
COc1ccc(S(=O)(=O)N2CCCC2)c2ccccc12,5%,-1%,-2%,19%,1.0%,-1.4,65,0.1%,·,·,·,·,
COc1ccc(-c2nn(C)c(=O)c3ccccc23)cc1NC(=O)Cn1nc(C)c2ccccc2c1=O,2%,-1%,1%,25%,21%,1.4,39,-0.4%,i,14,7,-5,
COc1ccc([C@H]2[C@H](C(=O)OC(C)(C)C)N3N=Cc4ccccc4C3C23C(=O)c2ccccc2C3=O)cc1OC (stereo not given in full),-1%,19%,-4%,5%,4.1%,2.2,59,0.3%[50 µM],i,4,9,4,

# Further compounds follow:
SMILES,GPR35 antagonists,NS5 inhibitors,LYP inhibition,AID2073,RSV CPE inhibition,NTR1 agonist,NTR1 agonist cell count 20 µM,K1F lysis inhibition,Autophagy HCS,Autophagy HCS cell loss 18 h,WT yeast gro inh,WT yeast gro inh mutant strain,others
C/C(CC(=O)NCc1ccco1)=N\NC(=O)CC#N,17%,3%,-6%,14%,0.9%,-0.8,90,0.1%,i,-28,4,2,
CCOC(=O)C1=C(Nc2ccc(Br)cc2)CC(C)(O)C(C(=O)OCC)C1c1ccccc1 (stereo not given),4%,-3%,4%,1%,0.4%,-2.1,41,0.2%,i,-37,-20,-17,
CCCc1cc(=O)[nH]c(SCC(=O)N2CCN(c3ccccc3)CC2)n1,-5%,-3%,-5%,-8%,0.4%,2.6,35,0.0%,i,2,-13,4,
COc1cc(/C=N/NC(=O)c2ccc(N3CCCC3=O)cc2)ccc1O,-5%,3%,2%,0%,-0.3%,0.7,64,-0.2%,·,·,·,·,
c1ccc(-c2csc(-c3cccnc3)n2)cc1,9%,-3%,-9%,2%,11%,1.8,80,1.1%,i,14,1,-13,
Cc1cc(Cl)c(OCCCNC2CCCC2)c(Br)c1,3%,-3%,-10%,?,-0.8%,0.9,60,0.3%,·,·,·,·,NS5 inhibitors pilot replicate=-6.1
CC(=O)c1c(C)[nH]c(C(=O)NCCc2c[nH]c3ccccc23)c1C,21%,-4%,-10%,4%,4.2%,1.1,52,0.0%,·,·,·,·,
COc1cc(OC)cc(-c2nnc(SCC(=O)Nc3cccc(C(=O)O)c3)s2)c1,-10%,2%,-3%,-1%,4.2%,2.1,34,-2.0%,i,-6,2,-22,
O=C(Nc1ccc(S(=O)(=O)N2CCCC2)cc1Cl)C1=COCCO1,15%,-5%,-8%,-1%,0.3%,-1.2,39,6.3%,i,1,0,15,
COc1ccccc1NC(=O)Cn1c(=O)oc2cc(S(=O)(=O)N3CCCC3)ccc21,-8%,-1%,-8%,8%,1.6%,-2.4,41,0.7%,·,·,·,·,
COC(=O)Nc1c(C)nn(Cc2ccccc2C)c1C,-12%,-7%,-4%,19%,·,-0.3,85,-0.4%,i,3,6,-4,
Cc1ccc2c(c1)sc1nc(=O)n(-c3cccc(Cl)c3)c(=O)n12,-9%,-3%,-6%,-1%,0.7%,0.9,88,0.5%,i,-21,9,-6,NS5 inhibitors pilot replicate=5.5
CCc1nn(CC(=O)NC(C)CCc2ccccc2)c(=O)c2cc3cc(F)ccc3n12 (stereo not given),-7%,3%,-13%,13%,1.1%,-0.9,59,0.0%,·,·,·,·,
O=S(=O)(c1ccc(Oc2ncnc3scc(-c4ccccc4)c23)cc1)N1CCOCC1,-1%,-6%,6%,19%,16%,9.8,73,0.4%,i,-10,14,1,
CCC1CN(C(=O)NCc2ccccc2)c2cc(C)ccc2O1 (stereo not given),5%,1%,-6%,-7%,1.7%,-0.2,92,0.5%[50 µM],·,·,·,·,
COC(=O)COc1cc(Br)c(/C=C2/SC(=O)N(CC(=O)N3CCCC3)C2=O)cc1OC,-4%,-13%,3%,-4%,0.1%,8.6,81,0.6%,i,-20,-2,6,
COc1ccc(-c2nnc(NC(=O)c3cc(Cl)ccc3Cl)o2)cc1,3%,-1%,-4%,2%,8.2%,-2.0,88,0.0%,i,-7,72,79,
Clc1ccc(N2CCN(Cc3c[nH]c4ncccc34)CC2)cc1,·,-3%,·,·,0.1%,0.7,45,-2.7%,·,·,·,·,
COc1ccc(Cl)cc1C(=O)NCC(=O)OCc1ccccc1,·,-11%,·,·,-0.8%,1.4,66,0.8%[50 µM],·,·,·,·,
CN(C)c1ccc(C2C=C(c3ccc(Cl)cc3OC(F)F)Nc3ncnn32)cc1 (stereo not given),-11%,3%,1%,14%,2.1%,5.1,44,0.3%,·,·,17,-3,
O=C(O)c1cc2n(n1)CCN(Cc1ccccc1Cl)C2=O,-4%,-10%,-6%,2%,-1.5%,0.3,53,-0.9%,i,-7,-4,-2,
COc1cc2c(cc1NC(=O)c1cccc(Br)c1)CCCC2,0%,-10%,3%,2%,4.8%,7.1,51,2.5%,i,-21,73*,22*,
O=C1c2cccc3cccc(c23)C(=O)N1CC1CCN(S(=O)(=O)c2ccc(F)cc2)CC1,9%,7%,4%,12%,9.0%,0.7,49,-0.2%,i,7,15,1,
CN1CCSc2ccc(C(=O)NCc3ccccc3)cc21,-6%,-5%,-12%,43%,1.4%,0.2,95,0.8%,·,·,·,·,
COCCCNc1nc2c(-c3cccc(C(F)(F)F)c3)nnn2c2ccccc12,-9%,-3%,-19%,?,3.7%,2.0,48,7.9%,i,5,-7,9,
CCN1C(=O)C(O)(C2COC(C)(C)CC2=O)c2cc(Br)ccc21 (stereo not given),-1%,-2%,-5%,0%,2.3%,2.3,47,4.5%,+,39*,-3,0,
Cc1cc(Cl)c2c(c1)[C@]1(C(=O)N2)[C@@H]2C(=O)N(Cc3ccccc3)C(=O)[C@@H]2[C@@H]2CCCN21,-9%,6%,4%,14%,18%,8.0,84,-0.7%,i,1,28,19,

# Assay outcomes as filed in PubChem.

# An unsorted share of the library, and some 2.6% of all compounds hit somewhere here.
